# TIM10 inh – inhibits growth of TIM10 yeast strain. S. cerevisiae TIM10 strain growth, BacTiter-Glo luminescence, 24 h. inhibition, % at 10 µM. 330,000 tested, 1.4% active;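 active = inhibition of 40% or more at the single tested concentration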;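 also: wild-type TIM10 isogenic control strain grown at permissive 25 °C; 0% = DMSO yeast wells and 100% = minimal medium wells without yeast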
# tim23-1 inh – growth inhibitors of tim23-1 mutant yeast. S. cerevisiae tim23-1 growth, BacTiter-Glo luminescence, 24 h. inhibition, % at 20 µM. 330,000 tested, 1.3% active. AID 463212;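 active = growth inhibition of the mutant yeast at or above 50%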;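 also: temperature-sensitive mutant grown at 25 °C; plate controls were DMSO-treated mutant yeast for no effect and medium wells lacking yeast for full effect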
# NLRP3 yeast inh – NALP3 inhibition in yeast. Yeast reconstituted NLRP3/ASC/caspase-1, beta-gal luminescence, 24 h. inhibition, % at 10 µM. 330,000 tested, 0.39% active. AID 2825;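 active = inhibition of 50% or more; inactive = inhibition below 50%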;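 also: plate controls were induced DMSO wells for no effect and uninduced yeast grown without galactose for full effect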
# Mdm2-MdmX inh – disrupts the human Mdm2-MdmX interaction | inhibition, % at 8 µM | 330,000 tested, 3% active | SaOS-2 split-luciferase Mdm2/MdmX complementation, luminescence;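 active = inhibition of at least 50% at 8 µM in the primary screen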
# APJ ag – agonists of human APJ apelin receptor; 330,000 tested, 0.11% active; activation, % at 20 µM; P35414; CHO-K1 APJ PathHunter beta-arrestin, luminescence; 0% DMSO wells, 100% apelin;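 active = activation more than six SD over the plate average, tested at 20 µM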;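 also: 0% = DMSO alone and 100% = apelin-13 at 10 nM; some results filed as inactive read as strong as hits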
# Target sequence (P35414 whole entry, looked up): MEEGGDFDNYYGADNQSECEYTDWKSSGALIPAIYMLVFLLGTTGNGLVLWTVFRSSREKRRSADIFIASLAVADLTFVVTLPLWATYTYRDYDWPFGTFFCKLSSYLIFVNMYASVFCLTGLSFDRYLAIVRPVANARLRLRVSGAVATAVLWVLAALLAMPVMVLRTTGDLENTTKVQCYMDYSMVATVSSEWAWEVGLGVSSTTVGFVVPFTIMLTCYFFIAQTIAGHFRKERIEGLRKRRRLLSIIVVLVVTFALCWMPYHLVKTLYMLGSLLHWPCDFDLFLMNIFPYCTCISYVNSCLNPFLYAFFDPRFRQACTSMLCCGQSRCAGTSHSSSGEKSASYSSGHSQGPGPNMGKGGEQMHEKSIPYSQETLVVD
#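 system = engineered CHO-K1 APJ arrestin reporter cells | input = 1000 cells per well | timing = overnight seeding, 90 min compound at 25 °C, 1 h detection | measured by = enzyme-fragment complementation luminescence | read-out = beta-arrestin recruitment to APJ as agonist activity, luminescent signal | control set = negative DMSO alone, positive Apelin-13 at 10 nM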
# UPR XBP1 act – activators of adaptive arm of unfolded protein response (XBP1); CHO-XBP1 luciferase reporter, IRE1-XBP1 UPR activation, luminescence; percent of tunicamycin response, DMSO as zero; activation, % at 20 µM; 330,000 tested, 0.33% active;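 active = versus positive control, 20 µM dose yields 30% or more activation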;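 also: 100% = tunicamycin at 10 µg/mL and 0% = DMSO only wells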
#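 incubation = overnight seeding at 37 °C, 6 h compound treatment at 37 °C | assay system = CHO-XBP1 cells stably carrying IRE1-XBP1-driven luciferase reporter | input = 1000 cells per well | detection = luciferase luminescence | dosing = single point, 20 µM final compound, 1% DMSO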
# tim10-1 inh – inhibits growth of tim10-1 mutant yeast; AID 463190; S. cerevisiae tim10-1 ts strain growth, BacTiter-Glo, 24 h; 330,000 tested, 2.2% active; inhibition, % at 20 µM;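 active = inhibition of at least 40%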;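 also: mutant grown at 25 °C; 0% = DMSO wells with yeast and 100% = wells holding no yeast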
# UPR CHOP act – apoptotic UPR (CHOP) activation | activation, % at 10 µM | CHO-CHOP luciferase reporter, luminescence; percent of tunicamycin response over DMSO baseline | 330,000 tested, 0.34% active | AID 449763;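 active = at 10 µM dose, activation of 40% or more, normalized to positive control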;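 also: 100% = tunicamycin at 10 µg/mL and 0% = DMSO alone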
#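 Material: CHO-CHOP cells, stable luciferase reporter of PERK-eIF2a-CHOP signalling; quantity: 500 reporter cells seeded per well; buffer or medium: F12 medium containing 10% fetal bovine serum; compound: one dose, 10 µM in 0.5% DMSO; incubation: 6 h compound treatment, 37 °C; measured by: Steady-Glo luciferase luminescence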
# NR3A LBD binder – NR3A (human) ligand-binding domain modulation; AID 1259313; 340,000 tested, 2.5% active; NR3A LBD differential scanning fluorimetry, Tm shift; 0% = protein alone, 100% = glycine-bound protein; Tm shift relative to glycine control, % at 25 µM;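 active = melting temperature shift of at least 10% of the positive control shift, at one fixed dose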
# An asterisk follows results filed as active; / = no result given.
no.	SMILES	NR3A LBD binder	APJ ag	TIM10 inh	NLRP3 yeast inh	UPR CHOP act	tim10-1 inh	tim23-1 inh	Mdm2-MdmX inh	UPR XBP1 act
1	COCCc1nc2ccc(C(=O)N3CCCCC3COC)cc2o1 (centres undefined)	-2.1	-0.4	-2.7	3.8	-0.2	0.1	-2.4	20.8	-4.7
2	CN(Cc1ccccc1)S(=O)(=O)c1ccc(Cl)nc1	3.9	-1.4	-17.7	13.5	-2.1	12.9	6.3	10.1	5.7
3	COc1cc(N)c(Cl)cc1C(=O)OCC(=O)N(C)C1CCCCC1	2.7	-1.1	10.7	5.7	2.3	7.0	10.7	23.3	-1.0
4	CCOc1ccc(CNC(=O)c2ccc(Sc3ccc(Cl)cc3)c(NC(C)=O)c2)cc1OC	-5.8	0.4	-13.8	6.2	-2.6	20.0	15.6	20.2	-2.0
5	COc1ccc(CN(C)Cc2nc3cc(OC)c(OC)cc3c(=O)[nH]2)c(OC)c1	-1.1	-2.0	18.1	-6.5	1.5	19.5	6.7	9.4	-1.3
6	O=C(NCc1cn(-c2ccccc2)nc1-c1ccccc1)c1cc([N+](=O)[O-])cc([N+](=O)[O-])c1	0.0	6.8	2.3	20.7	0.1	4.1	3.4	23.0	-5.5
7	Cc1ccc(C(=O)COC(=O)CNC(=O)c2ccco2)cc1	0.5	-0.5	-11.5	11.8	0.6	8.2	-2.4	7.5	1.9
8	CC(=O)c1ccc(N2C(=O)C3C4C=CC(CC4)C3C2=O)cc1 (centres undefined)	1.7	-4.6	5.4	-1.8	-0.1	-13.5	11.2	-7.1	-2.9
9	Cn1c(SCC(=O)Nc2ccccc2)nnc1-c1ccc2nonc2c1	0.2	-2.8	-2.0	-1.2	0.3	-5.1	-11.1	1.8	-0.2
10	CCCN=C1N(CC)C[C@@H]2[C@@H]3C(=O)N(C)C(=O)[C@@H]3[C@](C)(C(=O)OC)N12	-2.6	/	7.8	/	0.8	2.3	33.0	6.6	0.6
11	Cc1cc(C)nc(NS(=O)(=O)c2ccc(NC(=O)c3cc(-c4ccccc4)nc4ccccc34)cc2)n1	19.0*	-3.1	13.1	-2.0	1.0	-4.7	9.1	22.3	1.0
12	Cc1ccc(CNC(=O)C2CC(c3cccc([N+](=O)[O-])c3)=NO2)cc1 (centres undefined)	0.8	-3.5	-19.3	20.7	-0.2	-0.4	-6.8	15.4	-0.6
13	O=C(NNC1=NC2(CCCC2)Cc2ccccc21)c1ccncc1	-3.3	-2.3	-4.2	-6.7	-1.3	1.1	1.7	8.5	-1.1
14	CC(=O)c1cn(Cc2ccccc2)c(=O)n(Cc2ccc(F)cc2)c1=O	-1.5	-1.6	19.4	-2.3	-0.2	34.4	22.0	0.1	-0.6
15	CC(=O)Oc1ccc(-n2c(=O)c3ccccc3c3ccccc3c2=O)cc1	0.5	-3.2	0.9	6.9	-0.8	10.7	30.9	14.4	-2.4
16	CCNc1nc(NCC)nc(N/N=C/c2ccc(O)c(O)c2)n1	-0.8	-1.0	-11.1	25.0	8.1	-4.6	-25.0	-11.7	7.0
17	Cc1cc(-n2c(C)cc(C(=O)CSc3ccc4c(c3)OCCO4)c2C)no1	1.1	13.1	24.1	22.2	-0.5	34.9	32.2	-22.7	0.3
18	Cc1cnc(C(=O)OCC(=O)NC(C)CCc2ccccc2)cn1 (centres undefined)	3.0	-3.3	-12.0	12.5	-0.6	9.6	1.8	4.0	-2.2
19	CN(CC(=O)Nc1ccc(F)c(F)c1F)c1cnccn1	/	-0.3	-3.0	7.6	0.5	12.2	5.7	19.8	-1.6
20	CCOC(=O)c1cc(=O)[nH]c2ccccc12	-0.6	-3.9	-0.1	5.9	0.7	5.7	5.4	10.6	0.7
21	COCCCC1CCN(C(=O)c2cc(COc3ccc(C)nc3)on2)CC1	0.5	1.4	8.1	22.1	-1.4	32.3	20.5	6.7	-6.7
22	C=C(C)COc1ccc(-c2nc(N)nc(C)c2Oc2ccccc2OC)c(O)c1	-13.4	-2.6	9.8	10.6	-1.3	12.7	16.5	19.0	-0.3
23	COc1ccccc1N1CCN(C(=O)CCNC(=O)Cn2ccc3ccccc3c2=O)CC1	-1.2	-1.5	-8.8	19.6	0.3	-0.3	-5.5	26.7	-3.5
24	COC(=O)c1cc(NC(=O)N2c3ccccc3Sc3ccccc32)cc(C(=O)OC)c1	1.5	-0.5	8.8	-2.8	1.2	8.3	4.7	0.8	-0.1
25	CCOC(=O)c1c(NC(=O)CSc2nnc3ccccn23)sc2c1CCC2	-1.7	-4.3	12.5	26.9	-0.2	27.1	18.8	0.3	-3.3
26	Cc1cc(C)c(S(=O)(=O)Nc2ncccc2C)c(C)c1	0.1	-5.3	2.4	19.4	1.5	1.7	29.2	11.5	-2.4
27	CC(C)(C)c1ccc(OCC(=O)N(c2ccccn2)C2CCCCC2)cc1	-2.9	-2.2	7.9	0.2	0.0	15.1	35.5	-0.3	-0.8
28	O=C(NC(=S)N1CCN(C/C=C/c2ccccc2)CC1)c1ccc(F)cc1	0.9	0.8	-60.7	33.9	-0.2	-30.1	16.3	32.9	-4.6
29	O=C(c1cc(-c2ccccn2)nc2ccc(Br)cc12)N1CCN(S(=O)(=O)c2ccccc2)CC1	-5.1	0.5	17.2	6.0	0.5	2.1	13.6	-0.3	0.3
30	Cc1ccc(NC(=O)CN(C)S(=O)(=O)c2ccc3c(c2)n(C)c(=O)c(=O)n3C)cc1	0.0	-2.1	3.6	-11.2	-0.5	-11.8	-0.6	7.6	0.1
31	COC(=O)c1ccccc1NC(=O)c1ccc(NS(C)(=O)=O)cc1	0.8	-2.1	16.9	13.1	-0.3	32.6	10.6	-3.6	1.8
32	Cc1cccc(C)c1NC(=O)Cn1nc(-c2ccccc2)nc1-c1ccccc1	-2.1	-3.4	6.6	6.1	2.8	34.3	23.8	-12.4	-0.1
33	CC1(C)CC(NS(=O)(=O)c2ccc(Cl)cc2)CC(C)(C)N1	-0.1	-0.9	-0.7	17.2	0.4	-1.7	1.2	-6.8	-6.3
34	O=C(CCC(NC(=O)OCc1ccccc1)C(=O)O)OCc1ccccc1 (centres undefined)	1.7	-0.9	-0.2	-1.0	-1.0	19.5	4.1	-22.8	1.2
35	OCC1(CCc2ccccc2)CCCN(CCCc2ccccc2)C1 (centres undefined)	-0.8	-2.0	7.7	1.2	-0.9	11.3	9.7	8.9	0.3
36	NC(=O)C1CCN(C(=O)CN(c2cccc(C(F)(F)F)c2)S(=O)(=O)c2ccccc2)CC1	-1.6	-1.9	-3.8	-1.4	0.2	2.7	-6.0	-10.0	0.3
37	COc1ccnc(Oc2ccc(F)cc2)c1C(=O)N/C=N/OCc1ccc(Cl)cc1Cl	-7.0	5.6	14.1	5.6	-1.1	21.9	17.4	-5.7	-1.9
38	COC(=O)c1cc(NC(=O)c2ccccc2)c(=O)oc1C	-2.4	-1.2	19.1	-5.1	3.6	11.6	16.7	-23.2	2.8
39	O=C(NCCCN1CCOCC1)c1ccc(NC(=O)C2COc3ccccc3O2)cc1 (centres undefined)	0.1	-3.2	-1.2	4.1	-2.5	-3.5	16.7	0.4	-3.1
40	Cc1cc(C)nc(SCc2nnc(SCC(=O)Nc3c(C)cccc3C)o2)n1	0.7	-0.3	-14.3	3.4	-0.6	14.1	20.9	30.8	-10.2
41	CCc1ccc(OC(C)C(=O)Nc2ccc(S(=O)(=O)Nc3cc(C)on3)cc2)cc1 (centres undefined)	5.5	1.6	-5.0	5.9	0.4	18.5	19.8	17.0	-1.3
42	CN(C(=O)c1cc2ccccc2cc1O)C1CCCCC1	-0.5	-5.7	15.7	21.2	3.4	27.7	41.5	13.1	-1.0
43	Cc1ccc(SCC(=O)NCCc2ccc(F)cc2)cc1	-1.3	-1.8	-1.4	8.6	0.6	14.6	28.3	17.4	-0.5
44	Cc1oc(S(=O)(=O)N2CCOCC2)cc1C(=O)Nc1ccc(Cl)cc1	6.2	-2.7	17.5	2.0	-0.2	9.0	1.7	23.4	-0.9
45	COc1ccc(OCCSc2nc(C)c(Cc3ccccc3)c(=O)[nH]2)cc1	1.4	-3.6	5.8	15.9	0.9	5.4	5.3	31.3	-2.1
46	CCN(CC)S(=O)(=O)c1ccc(Cl)c(C(=O)Nc2cc(C)nn2-c2ccccc2C(F)(F)F)c1	/	-1.8	13.3	10.8	0.9	11.6	10.4	14.8	-2.5
47	Cc1sc(-c2ccncc2)nc1OC(=O)c1cc(Cl)cc(Cl)c1	-1.8	-3.2	4.5	12.1	9.8	5.3	10.5	22.3	21.1
48	Cc1cccc(Cn2c(N3CCCCC3C)nc3c2c(=O)[nH]c(=O)n3C)c1 (centres undefined)	-1.0	-2.8	17.8	14.3	0.6	33.0	25.3	27.1	5.1
49	Cc1nc(C)c(-c2csc(NCc3ccco3)n2)s1	-17.1	-6.7	14.4	24.0	0.2	20.4	24.6	-4.2	1.1
50	CCn1c(CNc2nc(-c3ccccc3)cs2)nnc1SCC(=O)NCc1ccccc1	-3.4	-0.8	4.6	15.0	2.7	8.6	3.8	23.7	1.8

# The listing continues:
no.	SMILES	NR3A LBD binder	APJ ag	TIM10 inh	NLRP3 yeast inh	UPR CHOP act	tim10-1 inh	tim23-1 inh	Mdm2-MdmX inh	UPR XBP1 act
51	O=C(CCNS(=O)(=O)c1c(Cl)cccc1Cl)N1CCCC1	2.5	-2.2	0.5	5.4	-2.5	-15.0	-4.5	-4.9	0.2
52	Cn1nnnc1Sc1ncnc2scc(-c3ccc([N+](=O)[O-])cc3)c12	13.5*	-0.6	35.2	9.2	92.6*	30.5	49.0	98.9*	-4.3
53	COc1cccc(CSc2nnc(-c3ccncc3)n2N)c1	-1.1	-2.9	11.2	8.5	-0.3	-4.7	14.3	-7.5	1.5
54	COCCCNCC(O)C(F)(F)F (centres undefined)	-2.1	-2.5	19.2	17.7	-0.8	20.8	-5.1	12.7	4.8
55	CCC1CCCCN1CCCNC(=O)CC1Oc2ccccc2NC1=O (centres undefined)	1.4	-2.2	-0.6	-1.0	-1.3	3.3	4.9	6.8	-1.4
56	Cc1cc2cc(CN(CCCN3CCOCC3)C(=O)NC3CCCCC3)c(=O)[nH]c2cc1C	-1.6	-1.6	13.3	4.0	0.8	8.6	0.0	-11.3	3.6
57	C=CC(=O)N1CCCC(Nc2nc(Nc3ccc(N(C)C(=O)CC)cc3C)nc3nc[nH]c23)C1 (centres undefined)	-1.4	-2.8	-2.9	0.5	3.7	-1.9	-6.0	7.4	-2.1
58	CCC(=O)Nc1cc(=O)[nH]c2ncnn12	0.0	1.4	1.0	2.8	1.0	-1.7	-10.3	9.0	-1.2

# Random excerpt: two entries already listed
no.	SMILES	NR3A LBD binder	APJ ag	TIM10 inh	NLRP3 yeast inh	UPR CHOP act	tim10-1 inh	tim23-1 inh	Mdm2-MdmX inh	UPR XBP1 act
52	Cn1nnnc1Sc1ncnc2scc(-c3ccc([N+](=O)[O-])cc3)c12	13.5*	-0.6	35.2	9.2	92.6*	30.5	49.0	98.9*	-4.3
54	COCCCNCC(O)C(F)(F)F (centres undefined)	-2.1	-2.5	19.2	17.7	-0.8	20.8	-5.1	12.7	4.8
